# Screening results: PubChem BioAssay, National Center for Advancing Translational Sciences (NCATS)
# aGlu spleen mod: qHTS Assay for Inhibitors and Activators of Human alpha-Glucosidase From Spleen Homogenate; Lysosomal alpha-glucosidase (Homo sapiens), P10253; human spleen homogenate, 4-MU-alpha-glucoside fluorescence; Potency, µM (series often up to 79.9 µM), for inactives: top-dose activity change, negative = inhibition, most hits filed as inhibitors; hit rate 0.006% among 240,000;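 also: 0% = enzyme with vehicle and -100% = no enzyme basal signal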
#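 AC50 values come from Hill-equation fits of concentration-response data, normalized to no-enzyme and full-activity controls. Enzyme source: 1 ug human spleen homogenate; 1 mM fluorogenic 4-MU glucoside, pH 5.0 citrate buffer, 37 C, 40 min.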
# ALDH1A1 block: qHTS Assay for Inhibitors of Aldehyde Dehydrogenase 1 (ALDH1A1); Aldehyde dehydrogenase 1A1 (Homo sapiens), P00352; Purified ALDH1A1, NADH fluorescence, propionaldehyde substrate; Potency, µM (doses to about 75.3 µM), for inactives: at the highest dose activity, negative = inhibition, actives largely listed as inhibitors; hit rate 7.3% among 220,000; AID 1030, 2008; active = well fitted inhibition curve with a large enough effect, not every such curve was filed as active; inconclusive = small, poorly fitted or top-dose-only effect, or another doubt; inactive = no such curve, though single readings can be large or run the other way;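 also: plate controls were no enzyme wells and a reference inhibitor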
# GAA glycogen mod: qHTS Assay for Inhibitors and Activators of Human alpha-Glucosidase Cleavage of Glycogen; hit rate 0.38% among 300,000; Potency, µM (doses to about 76.4 µM), without a hit: top-dose activity change, negative = inhibition, usual class: inhibitors; AID 2100, 2009; recombinant GAA, glycogen substrate, Amplex Red glucose oxidase fluorescence;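 also: 0% = full enzyme reaction and -100% = no-enzyme basal signal; the screen sought inhibitors and activators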
#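 Recombinant human enzyme (4 nM); glycogen substrate; 37 C, 40 min, pH 5.0. Readout: coupled glucose oxidase/Amplex Red fluorescence.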
# GAA inhib: qHTS Assay for Inhibitors of Human alpha-Glucosidase as a Potential Chaperone Treatment of Pompe Disease; Lysosomal alpha-glucosidase (Homo sapiens), P10253; purified human GAA, 4-MU-alpha-glucoside fluorescence; Potency, µM (highest dose often 76.9 µM), without a hit: at the highest dose activity change, negative = inhibition, actives largely listed as inhibitors; hit rate 0.005% among 200,000;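 also: plate controls were uninhibited enzyme wells for no effect and no-enzyme background for full effect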
#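 Activity normalized between no-enzyme (basal) and enzyme-only wells. Conditions: 4 nM human enzyme, 400 uM fluorogenic substrate, citrate/phosphate pH 5.0 with Tween-20, 20 min room temperature, compounds up to 77 uM.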
# aGal spleen mod: qHTS Assay for Inhibitors and Activators of Human alpha-Galactosidase From Spleen Homogenate; AID 2107, 2009; Potency, µM (top dose mostly 80 µM), inactives show at the top dose activity change, negative = inhibition, hits mostly inhibitors; Alpha-galactosidase A (Homo sapiens), P06280; hit rate 0.008% among 240,000; human spleen homogenate, 4MU-alpha-Gal fluorescence, 40 min;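 also: 0% = enzyme with vehicle and -100% = no enzyme basal signal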
# Target sequence (P06280 32-429 limits assumed): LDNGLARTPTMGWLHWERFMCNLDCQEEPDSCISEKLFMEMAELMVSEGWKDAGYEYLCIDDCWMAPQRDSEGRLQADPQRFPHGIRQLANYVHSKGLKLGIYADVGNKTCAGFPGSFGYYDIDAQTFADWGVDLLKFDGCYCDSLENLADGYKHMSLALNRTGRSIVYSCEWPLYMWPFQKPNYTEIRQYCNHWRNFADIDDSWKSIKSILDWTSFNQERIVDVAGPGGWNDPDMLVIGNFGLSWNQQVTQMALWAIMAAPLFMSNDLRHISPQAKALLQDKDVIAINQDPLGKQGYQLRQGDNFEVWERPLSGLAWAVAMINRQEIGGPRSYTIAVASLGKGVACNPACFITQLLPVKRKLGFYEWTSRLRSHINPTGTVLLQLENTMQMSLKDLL
#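 Inhibition or activation of alpha-galactosidase in human spleen homogenate is scored by 4-MU fluorescence after 40 min at 37C, pH 5.0, with 1 mM substrate. AC50s come from concentration-response fitted to the Hill equation.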
# GoLoco inh red: qHTS Assay for Inhibitors of RGS12 GoLoco Motif Activity (Red Fluorophore); Guanine nucleotide-binding protein G(i) subunit alpha-1 (Homo sapiens), P63096; Gai1:RGS12 GoLoco peptide FP, rhodamine, 10 min; Potency, µM (doses to about 61.6 µM), for the others: at the highest dose activity, negative = inhibition, actives largely listed as inhibitors; hit rate 0.44% among 230,000; active = well fitted inhibition curve with a large enough effect, not every such curve was filed as active; inactive = no such curve, though single readings can be large or run the other way; also: % is scaled to controls: 0 for no effect and ±100 for the full control effect; nearly all actives have a fitted effect of over 30% in size; many of its hits are not listed in these tables
# Target sequence (P63096 whole entry, looked up): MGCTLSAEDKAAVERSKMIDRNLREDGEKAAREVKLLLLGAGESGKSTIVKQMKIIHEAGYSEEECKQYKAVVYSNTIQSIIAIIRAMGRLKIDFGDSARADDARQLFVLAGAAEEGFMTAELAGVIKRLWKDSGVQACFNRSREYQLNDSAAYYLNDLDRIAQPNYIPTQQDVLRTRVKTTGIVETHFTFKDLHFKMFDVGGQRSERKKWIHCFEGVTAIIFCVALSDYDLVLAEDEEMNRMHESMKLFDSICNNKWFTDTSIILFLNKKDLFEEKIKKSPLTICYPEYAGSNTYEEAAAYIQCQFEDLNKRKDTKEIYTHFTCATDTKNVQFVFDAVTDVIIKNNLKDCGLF
# SMN2 splice enh: qHTS Assay for Enhancers of SMN2 Splice Variant Expression; hit rate 2.8% among 210,000; HEK293 SMN2-luciferase splicing reporter, luminescence, 30-36 h; Potency, µM (series often up to 46.1 µM), without a hit: at the highest dose activity change, positive = activation, actives largely listed as activators; AID 1458, 2008; also: % of control where 0% means no effect; nearly all actives have a fitted effect of over 55% in size
#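 HEK293 cells carry an SMN2 minigene-luciferase reporter in which exon 7 inclusion puts luciferase in frame. Cells were seeded at 2000 cells/well, attached for 10-12 hours, then exposed to compounds for 30-36 hours at 37C before ONE-Glo luminescence.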
# JMJD2E inh: qHTS Assay for Inhibitors of Human Jumonji Domain Containing 2E (JMJD2E); JMJD2E catalytic domain, FDH-coupled NADH fluorescence (FDH is formaldehyde dehydrogenase); hit rate 1.6% among 230,000; Potency, µM (titrated, usually from 57.1 µM), without a hit: top-dose activity change, negative = inhibition, most hits filed as inhibitors; Lysine-specific demethylase 4E (Homo sapiens), B2RXH2; AID 2147, 2009; active = well fitted inhibition curve with a large enough effect, not every such curve was filed as active; inconclusive = small, poorly fitted or top-dose-only effect, or another doubt; inactive = no such curve, though single readings can be large or run the other way;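 also: 0% = wells with enzyme and -100% = buffer wells without enzyme; nearly all actives have a fitted effect of over 50% in size; many of its hits are not listed in these tables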
# Target sequence (B2RXH2 1-337 limits assumed): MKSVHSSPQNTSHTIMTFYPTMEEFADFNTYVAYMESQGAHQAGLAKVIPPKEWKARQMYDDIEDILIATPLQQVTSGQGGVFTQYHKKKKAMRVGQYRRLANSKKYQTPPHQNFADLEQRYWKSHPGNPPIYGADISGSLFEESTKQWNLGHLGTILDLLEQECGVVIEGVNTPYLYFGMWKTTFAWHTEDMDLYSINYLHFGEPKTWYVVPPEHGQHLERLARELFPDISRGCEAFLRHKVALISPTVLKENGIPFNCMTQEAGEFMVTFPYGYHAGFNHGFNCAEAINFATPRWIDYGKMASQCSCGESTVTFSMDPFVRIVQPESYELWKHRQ
# Starred values were filed as active, the others as inactive; ? = inconclusive; nt = no result given; & = joins results of further samples; [ ] = another dose, or the depositor's remark. Unless noted, calls follow the shape of the dose curve; as a rule, active = well fitted curve in the direction sought with a large enough effect; inconclusive = small, poorly fitted or top-dose-only effect, or another doubt; inactive = no such curve, though single readings can be large; an effect the other way counts as inactive or inconclusive. Potency is read from the fitted curve at half-maximal effect. This is a subset; rates above refer to the full screens.
canonical_smiles	JMJD2E inh	aGlu spleen mod	GoLoco inh red	aGal spleen mod	SMN2 splice enh	GAA inhib	GAA glycogen mod	ALDH1A1 block
O=S(=O)(Nc1ccccn1)c1cnc(Cl)c(Br)c1	3%	-6%	8%	-22%	18%	-8%	16%	-1%
CC1=C(C)CS(=O)N(S(=O)(=O)c2ccc(Cl)cc2)C1 (configuration not stated)	2%	1%	-10%	7%	-20%	?	-17%	?
Cn1cnnc1SCC(=O)Nc1nc(-c2ccc(F)cc2)cs1	1%	-6%	12%	-6%	-39%[inhibitor]	5%	-6%	-8%
O=C(NCCN1CCOCC1)C1CCN(Cc2ccccc2O)CC1	?	0%	-2%	1%	1%	-4%	0%	1%
CCOC(=O)C1CCN(C(=O)CCCN2C(=O)c3ccccc3C2=O)CC1	4%	4%	-5%	6%	-7%	-5%	3%	?
CCC(=O)Oc1c(C(=O)CC)cc2c(C)cc(=O)oc2c1C	3%	-12%	-1%	0%	nt	7%	4%	-5%
Cc1cccc(C(=O)N/N=C2/SCC(=O)N2Cc2ccccc2)c1	-3%	-3%	3%	-9%	-5%	?	17%	4%
CCOC(=O)c1cnc(-c2ccccc2)nc1Oc1ccccc1	-5%	-2%	7%	4%	0%	-1%	7%	-9%
CC1=CC(C)C(/C=N/N=C(N)N)C(C)C1 (configuration not stated)	-5%	-1%	4%	11%	nt	nt	4%	nt
COc1ccccc1Nc1nc(N)nc(CN2CCN(c3ccccc3)CC2)n1	6%	0%	14%	6%	9%	15%	-19%	?
Cc1ccc(-n2nc3c(SCCN4CCOCC4)nnc(C)c3c2C)cc1	-1%	-2%	10%	-9%	-3%	-4%	14%	4%
Cc1ccc(-c2cc(C(=O)Nc3ccc4c(c3)OCCO4)c3ccccc3n2)cc1	-18%	-6%	-3%	-7%	11µM*	-5%	-12%	3%
COc1ccc(/C=C/C(=O)NC2=NCCS2)cc1OC	?	-2%	5%	2%	?	0%	5%	?
CCCn1nnnc1SCC(=O)Nc1sc(C)c(C)c1C#N	-15%	8%	39%[activator]	0%	nt	nt	-1%	nt
Cn1cc(CN2CCc3sccc3C2)c(-c2ccccc2F)n1	-9%	1%	5%	-4%	nt	-10%	-9%	?

# Continued.
canonical_smiles	JMJD2E inh	aGlu spleen mod	GoLoco inh red	aGal spleen mod	SMN2 splice enh	GAA inhib	GAA glycogen mod	ALDH1A1 block
CCOC(=O)CSc1nc(C)c(C(=O)OCC)s1	4%	4%	14%	9%	3%	3%	2%	?
CC(=O)OCCNc1nc(-c2ccccc2)nc2ccccc12	?	-9%	-6%	-6%	-14%	?	19%	-3%
CCC1C(C#N)=C(N)OC2=C1C(=O)CC(C)(C)C2 (configuration not stated)	-15%	-2%	4%	9%	17%	4%	2%	-11%
CCOC(=O)c1cn2nc(-c3ccc(OC)cc3)cc2nc1C1CCN(C(=O)OC(C)(C)C)CC1	?	1%	-2%	10%	12%	-3%	4%	?
CCCCC#Cc1ccc(C(=O)NNC(=O)Nc2cc(Cl)cc(Cl)c2)o1	0%	1%	-2%	-1%	nt	nt	-2%	nt
CC(=O)Nc1ccc(C(=O)OCC(=O)NC(=O)NC2CCCCC2)cc1	-4%	-5%	37%[activator]	-5%	-3%	-2%	7%	-39%
Cc1ccc(C(=O)Nc2ccc(C)c(S(=O)(=O)Nc3ccccc3Cl)c2)s1	?	-3%	6%	-2%	-52%[inhibitor]	-9%	9%	-8%
CCC(C)(C(=O)NC1CCCCC1)N(C(=O)CNC(C)=O)c1c(C)n(C)n(-c2ccccc2)c1=O (configuration not stated)	-23%	-20%	-6%	-2%	10%	7%	8%	6%
CCOc1ccc(NC(=O)C(C)Oc2ccccc2C(=O)Nc2cccc(Cl)c2Cl)cc1 (configuration not stated)	8%	0%	7%	5%	-13%	-8%	8%	-4%
CCCn1c(SCC(=O)Nc2ccccc2-c2ccccc2)nnc1-c1ccoc1C	2%	4%	-1%	3%	-5%	-6%	-2%	32µM*
Fc1ccc(-c2cc(C(F)(F)F)nc(N3CCCCC3)n2)cc1	?	-7%	-18%	4%	-4%	3%	3%	?
Cc1cccc(N2C(=O)CSC2c2cccnc2)c1 (configuration not stated)	-8%	-1%	10%	-3%	-1%	2%	1%	-12%
C=CCNC(=S)N1CCN(S(=O)(=O)c2ccc(C)cc2)CC1	2%	-1%	15%	-5%	nt	nt	3%	nt
O=C(NCc1ccccn1)c1ccc(Cn2c(=S)[nH]c3ccc(Br)cc3c2=O)cc1	22%	-2%	14%	3%	-7%	-8%	-16%	3%
CN1CCN(Cc2nc3ccccc3c(=O)n2CC#N)CC1	4%	8%	7%	6%	3%	1%	2%	2%

# Next part
canonical_smiles	JMJD2E inh	aGlu spleen mod	GoLoco inh red	aGal spleen mod	SMN2 splice enh	GAA inhib	GAA glycogen mod	ALDH1A1 block
CCOC(=O)CSc1nc(C)[nH]c1[N+](=O)[O-]	-2%	-2%	-14%	-1%	-10%	-8%	-5%	-1%
N#CC1=C(N2CCOCC2)/C(=C\c2ccccc2)CC1	?	5%	-7%	7%	-8%	3%	-2%	?
NCc1nc(-c2ccc(Cl)cc2)no1	-5%	-6%	5%	-2%	11%	2%	-4%	-2%
CCN(CC)CCCNC(=O)C1c2ccccc2C(=O)N1Cc1ccc(C)cc1 (configuration not stated)	1%	-10%	-2%	-12%	-4%	3%	2%	4%
CC(=O)c1c(O)cc(C(C)C)n(-c2ccccc2)c1=O	?	-3%	-3%	13%	16%	-4%	-12%	2%
O=C(NCc1ccco1)C(c1cccs1)N(C(=O)Cc1cccs1)c1ccccc1 (configuration not stated)	-5%	0%	4%	-10%	10%	-8%	-1%	1%
CCCC(=O)Nc1ccc(C(=O)Nc2nnc(COCC)s2)cc1	6%	-3%	5%	3%	-7%	1%	4%	-2%
Cc1ccnc(NS(=O)(=O)c2ccc(NC(=O)c3c(-c4ccccc4Cl)noc3C)cc2)n1	0%	1%	11%	-5%	25%	-14%	2%	1%
CC(C)c1nc(SCC(=O)Nc2ccc(N3CCOCC3)cc2)c2ccccc2n1	-10%	2%	6%	-1%	-78%[inhibitor]	-12%	-3%	?
CC(=O)Nc1nc2ccccc2n1CCOc1ccccc1	?	-4%	24%	0%	-1%	-10%	11%	1%
O=C(c1ccc(F)cc1)N1CCN(c2ccc(N3CCOCC3)nn2)CC1	?	1%	0%	14%	nt	nt	0%	nt
Cc1cc(Cl)ccc1OCC(=O)NCc1ccncc1	2%	1%	-14%	4%	-31%[inhibitor]	1%	1%	-3%
CCOCc1nnc(NC(=O)c2cc(OC)c(OC)c(OC)c2)s1	-29%	1%	16%	0%	nt	-4%	6%	1%
Oc1oc(-c2ccccc2Br)nc1/C=N/c1ccccn1	?	-7%	1%	-12%	nt	1%	0%	11µM*
CCS(=O)(=O)NCC(c1cccnc1)N1CCN(c2ccccc2)CC1 (configuration not stated)	-2%	-4%	-11%	-6%	11%	-12%	-2%	-4%

# The list goes on.
canonical_smiles	JMJD2E inh	aGlu spleen mod	GoLoco inh red	aGal spleen mod	SMN2 splice enh	GAA inhib	GAA glycogen mod	ALDH1A1 block
CC(C)n1nc(C(=O)Nc2nnc(C3CC3)s2)c2ccccc2c1=O	-7%	5%	4%	2%	7%	-2%	-4%	-3%
N#CC(c1ccc(Cl)nn1)c1ccccc1Cl (configuration not stated)	-2%	-8%	7%	-1%	1%	-3%	-10%	4µM*
O=C(/C=C/c1ccccc1[N+](=O)[O-])Nc1ccccc1	?	4%	11%	7%	14µM*	4%	-5%	-6%
COc1ccc(CSc2nc(N3CCOCC3)c3c(c2C#N)CC(C)(C)OC3)cc1	-2%	-9%	13%	2%	-5%	5%	-8%	?
O=C(C(Cc1ccccc1)n1cccc1)N1CCN(c2ncccn2)CC1 (configuration not stated)	-19%	2%	8%	-20%	-25%	-3%	7%	-14%
NC/C=C/C(=O)O	-15%&9%	8%&7%&5%	8%&-1%&-2%	-3%&-8%&13%	7%&6%&-4%	nt	nt	-3%&2%&-2%
CCN(CC)CCOC(=O)c1cccc2c1-c1ccccc1C2O (configuration not stated)	?	-2%	2%	1%	nt	nt	3%	nt
CCCC(=O)NCCCc1nc2ccccc2n1CCC	-4%	-6%	-11%	9%	0%	6%	-2%	0%
CCCCCCC(=O)Cc1cc(OC)c(OC)cc1C=C(C(=O)OCC)C(=O)OCC	?	1%[17.4 µM]	6%	-10%[17.5 µM]	?	3%	-7%	3%[13.5 µM]
Cc1ccc2oc(=O)c3cnn(CC(=O)N4CCCc5ccccc54)c3c2c1	1%	1%	8%	1%	11%	-2%	-5%	7%
Nc1nn(-c2ccccc2)nc1C(=O)OCc1ccccc1F	?	4%	2%	1%	15%	10%	-16%	?
S=c1[nH]nc(CSc2nc3ccccc3s2)o1	-15%	-6%	-2%	4%	-7%	4%	-4%	18µM*
CCCCOc1ccc(Nc2nc(C)cc(C)c2C#N)cc1	?	7%	5%	8%	-6%	?	6%	-10%
Cc1cccc(C)c1NC(=S)NCCc1ccc(O)c(O)c1	1%	3%	-5%	4%	23%	-14%	?	?
CCOc1cc(S(=O)(=O)n2ccnc2)ccc1Br	3%	-6%	9%	1%	8%	2%	4%	-1%
CCOc1ccc(/C=N/NC(=O)c2ccc(CSc3nc4ccccc4[nH]3)cc2)cc1	-3%	3%	5%	0%	-7%	?	5%	-5%

# Two records drawn at random from the list so far, as already listed:
canonical_smiles	JMJD2E inh	aGlu spleen mod	GoLoco inh red	aGal spleen mod	SMN2 splice enh	GAA inhib	GAA glycogen mod	ALDH1A1 block
O=C(C(Cc1ccccc1)n1cccc1)N1CCN(c2ncccn2)CC1 (configuration not stated)	-19%	2%	8%	-20%	-25%	-3%	7%	-14%
NC/C=C/C(=O)O	-15%&9%	8%&7%&5%	8%&-1%&-2%	-3%&-8%&13%	7%&6%&-4%	nt	nt	-3%&2%&-2%
